From PubChem BioAssay
Pf Dd2 inh = blocks growth of Plasmodium falciparum Dd2 parasites. P. falciparum Dd2 growth, SYBR Green, 72 h; active compounds read low. hit rate 2.3% among 94,000. activity change, % at 10 µM; in the data active = activity change below about -80%; inconclusive = no clear call, values can overlap the other calls
C diff HTS = C. difficile growth inhibition; Clostridium difficile clinical isolate growth, OD600, 24 h; active compounds read low; growth activity, negative = inhibition, % at 16 µg/mL (by protocol); hit rate 0.25% among 86,000; AID 1259249;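 active = mean growth activity at or below -80% and every replicate also at or below -80%; inconclusive = mean at or below -80% but some replicate above -80%; inactive = mean growth activity above -80%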;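 note: 0% = DMSO wells and -100% = levofloxacin 16 µg/mL wells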
T cruzi growth = inhibitors of T. cruzi proliferation; inhibition, % at 8.34 µM; hit rate 5.9% among 77,000; AID 624255; T. cruzi beta-gal in NIH3T3, GalScreen luminescence, 90 h;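 active = mean inhibition above about 93%, with at least 55% of replicates each passing it, limit read from the data, passing the limit was not always enough; inconclusive = only one of those two conditions holds; inactive = neither condition holds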
KDM4C inh = inhibitors of human demethylase GASC-1 KDM4C; hit rate 0.15% among 96,000; GST-KDM4C 2-372, H3K9me3 peptide, LANCE TR-FRET; inhibition, % at 12.5 µM; Q9H3R0; AID 720574;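 active = mean replicate inhibition above about 25%, with at least 55% of replicates also reaching it, limit read from the data, passing the limit was not always enough; inconclusive = only one of those two conditions met; inactive = neither condition met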
Target sequence (Q9H3R0 2-372 limits assumed): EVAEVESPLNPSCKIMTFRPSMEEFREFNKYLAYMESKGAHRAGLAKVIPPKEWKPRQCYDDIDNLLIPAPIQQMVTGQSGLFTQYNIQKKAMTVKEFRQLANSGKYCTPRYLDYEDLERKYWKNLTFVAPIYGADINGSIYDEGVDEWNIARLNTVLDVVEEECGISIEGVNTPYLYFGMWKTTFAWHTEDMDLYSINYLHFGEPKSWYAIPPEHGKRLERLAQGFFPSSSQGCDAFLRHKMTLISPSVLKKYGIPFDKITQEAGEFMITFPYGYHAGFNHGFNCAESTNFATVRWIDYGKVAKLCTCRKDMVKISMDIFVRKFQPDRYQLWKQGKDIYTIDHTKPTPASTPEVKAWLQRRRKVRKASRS
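Material: N-terminal GST-fused human GASC-1 (KDM4C) fragment, residues 2-372. Input: 10 nM enzyme. Incubation: enzyme reaction 30 min, then detection 60 min, both room temperature. Doses: one test concentration per compound. Read-out basis: inhibition from TR-FRET ratio decrease. Detection: LANCE TR-FRET, excitation 340 nm, emissions 618 and 671 nm.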
An asterisk follows results filed as active; u = inconclusive; x = not tested or not shown; & = joins results of further samples.

SMILES	Pf Dd2 inh	C diff HTS	T cruzi growth	KDM4C inh
C[C@H](CO)N1C[C@H](C)[C@H](CN(C)Cc2ccccn2)Oc2ncc(C#CCN(C)C)cc2C1=O	-3	-9	41	5.3
O=C(Cc1ccccn1)N1CC(=O)N2[C@H](C1)[C@H](c1ccc(C#CC3CCCCC3)cc1)[C@@H]2CO	-2	-4	x	-0.2
COc1ccc(CN(C)C[C@@H]2OCCCC[C@@H](C)Oc3ccc(NC(=O)Cc4ccccc4)cc3C(=O)N([C@@H](C)CO)C[C@H]2C)cc1	-39	0	-9	0.0
COCC#Cc1ccc2c(c1)O[C@H](CN(C)C(=O)CN(C)C)[C@H](C)CN([C@H](C)CO)S2(=O)=O	10	-7	-41	2.9
C[C@H]1CN([C@@H](C)CO)C(=O)c2cc(-c3ccncc3)cnc2O[C@@H]1CN(C)C(=O)NC1CCCC1	22	2	x	-0.8
C[C@H](NC(=O)[C@@H]1[C@@H](CO)[C@@H]2Cn3c(ccc(C4=CCCC4)c3=O)[C@@H]2N1C)c1ccccc1	-1	7	48	0.2
COC(=O)C[C@H]1C=C[C@H](NC(=O)c2ccccc2)[C@H](CO)O1	8	x	-3	0.5
Cc1noc(C)c1S(=O)(=O)Nc1ccc2c(c1)C(=O)N([C@H](C)CO)C[C@H](C)[C@H](CN(C)C(=O)Nc1ccc(C(F)(F)F)cc1)O2	18	4	73	x
C[C@@H]1CCCCO[C@@H](CN(C)S(=O)(=O)c2ccc(Cl)cc2)[C@H](C)CN([C@H](C)CO)C(=O)c2cc(NC(=O)CCC(F)(F)F)ccc2O1	-67	-1	47	-1.2
COCC#Cc1ccc([C@@H]2[C@@H](CO)N3CCCCN(S(=O)(=O)c4ccccc4F)C[C@H]23)cc1	-53	-8	87	x
CCCNC(=O)C[C@@H]1CC[C@H]2[C@@H](COc3ccc(NC(=O)c4ccc(Cl)cc4)cc3C(=O)N2C)O1	-7	0	-7	0.5
COC(=O)C[C@H]1CC[C@H]2[C@H](COc3ccc(NC(=O)c4ccccc4OC)cc3C(=O)N2C)O1	-3	0	27	3.0
CC(C)C#Cc1ccc([C@@H]2[C@H](CO)N3C(=O)CN(C(=O)Cc4ccccc4)C[C@@H]23)cc1	-25	-5	x	0.5
CC(C)CC#Cc1ccc2c(c1)O[C@H](CN(C)S(C)(=O)=O)[C@@H](C)CN([C@@H](C)CO)S2(=O)=O	-25	x	73	1.0
COc1ccc2c3c([nH]c2c1)[C@H](CO)N(C(C)=O)CC31CN(C(=O)CN2CCOCC2)C1	20	-2	x	0.9
CCCC(=O)Nc1ccc2c(c1)C(=O)N(C)[C@@H]1CC[C@H](CC(=O)NCc3ccccc3)O[C@@H]1CO2	-12	3	18	0.2
C[C@@H]1CN([C@@H](C)CO)C(=O)Cc2cc(NC(=O)Cc3ccccc3)ccc2O[C@H]1CN(C)Cc1ccc2c(c1)OCO2	-25	0	79	-0.3
CC=Cc1ccc2n(c1=O)C[C@H]1[C@H](CO)[C@@H](C(=O)NCC3CCCCC3)[C@@H]2N1C(C)=O (mixture of isomers)	x	0	-16	1.1
CN(C)CC(=O)N1CC2(C1)[C@@H](c1ccccc1)[C@H](CO)N2C(=O)C1CC1	-7	-1	x	-1.1
Cc1ccc(-c2ccc([C@@H]3[C@H]4CN(S(=O)(=O)c5cccc(C)c5)CCCCN4[C@H]3CO)cc2)cc1	-4	-2	u	x
O=C(C[C@@H]1CC[C@H](NC(=O)Nc2ccc3c(c2)OCO3)[C@H](CO)O1)NCCCN1CCOCC1	-24	0	-13	-1.0
CC(C)CC#Cc1cnc2c(c1)C(=O)N([C@H](C)CO)C[C@H](C)[C@@H](CN(C)S(C)(=O)=O)O2	6	-4	35	1.9
COc1ccc(CN(C)C[C@H]2Oc3ccc(NC(=O)c4ccncc4)cc3CC(=O)N([C@H](C)CO)C[C@@H]2C)cc1	12	10	x	0.6
C[C@H](NC(=O)N(C)C[C@H]1OCc2ccccc2-c2c(n(C)c3ccccc23)C(=O)N([C@@H](C)CO)C[C@H]1C)c1ccccc1	-42	-5	32	-0.7
C[C@@H]1CN([C@@H](C)CO)S(=O)(=O)c2ccc(-c3ccc(C#N)cc3)cc2O[C@@H]1CN(C)Cc1cccc(F)c1	-18	10	x	-2.4
COc1cccc(CN2CC3(CCN(C)CC3)c3c(n(C)c4cc(OC)ccc34)[C@@H]2CO)c1	-22	-2	x	2.4
COc1ccc(S(=O)(=O)N(C)C[C@H]2Oc3c(NC(=O)c4cnccn4)cccc3C(=O)N([C@@H](C)CO)C[C@@H]2C)cc1	5	x	-24	2.3
C[C@@H]1CN([C@@H](C)CO)C(=O)c2cccc(NC(=O)c3ccncc3)c2O[C@@H]1CN(C)Cc1ccc2c(c1)OCO2	-5	1	68	0.3
CNC[C@H]1OCCCC[C@@H](C)Oc2ccc(NC(=O)CCCN(C)C)cc2C(=O)N([C@H](C)CO)C[C@@H]1C	-14	1	-11	0.2
Fc1ccc(CN2[C@@H]3CNC[C@H]2C3c2ccc(-c3ccncc3)cc2)cc1 (some centres not stated)	-57&-5	-8&-6	x	0.8&1.7
CO[C@@H]1CN(C)C(=O)c2ccc(NC(=O)NC(C)C)cc2OC[C@@H](C)N(Cc2ccccn2)C[C@@H]1C	-12	x	64	3.1
CCS(=O)(=O)Nc1ccc2c(c1)C(=O)N(C)C[C@H](OC)[C@@H](C)CN(C(C)=O)[C@@H](C)CO2	21	-8	2	0.2
CC(=O)Nc1ccc2c(c1)C(=O)N(C)[C@@H]1CC[C@@H](CC(=O)NCc3ccc(Cl)cc3)O[C@H]1CO2	-11	0	20	-1.7
CO[C@@H]1CN(C)C(=O)c2ccc(NS(=O)(=O)c3ccccc3Cl)cc2OC[C@@H](C)NC[C@@H]1C	6	-2	11	0.8
CC(C)NC(=O)N(C)C[C@H]1OCCCC[C@@H](C)Oc2ccc(NC(=O)Nc3ccccc3)cc2C(=O)N([C@@H](C)CO)C[C@H]1C	-61	17	31	-1.5
CO[C@H]1CN(C)C(=O)c2cc(NC(=O)c3ccc(F)cc3)ccc2OC[C@@H](C)N(C(=O)c2ccc(F)cc2)C[C@@H]1C	-39	x	-30	-0.9
C[C@@H]1CN([C@H](C)CO)C(=O)c2cc(NC(=O)CCN3CCOCC3)ccc2O[C@@H]1CN(C)Cc1ccc(C(=O)O)cc1	15	x	1	1.2
C[C@@H]1CN([C@@H](C)CO)C(=O)Cc2cc(NC(=O)Cn3cnnn3)ccc2O[C@H]1CN(C)C(=O)Nc1ccc(C(F)(F)F)cc1	-76	-1	17	-2.4
COc1ccc(NC(=O)Nc2ccc3c(c2)C(=O)N([C@@H](C)CO)C[C@@H](C)[C@@H](CN(C)S(=O)(=O)c2ccc(C)cc2)O3)cc1	-14	3	47	-0.6
CCCNC(=O)C[C@@H]1C[C@@H]2c3cc(NS(=O)(=O)c4ccccc4)ccc3O[C@@H]2[C@@H](CO)O1	23	-2	-3	-0.3
CN(C)CC(=O)N1[C@@H](C#N)[C@H](c2ccc(C#CC3CCCCC3)cc2)[C@@H]1CO	-32	0	102*	-2.6
CCNC(=O)C[C@@H]1CC[C@H]2[C@@H](COc3ccc(NC(=O)Nc4ccccc4C)cc3C(=O)N2C)O1	-4	-5	-34	0.7
CC(=O)N(C)C[C@@H]1Oc2cc(Br)ccc2S(=O)(=O)N([C@H](C)CO)C[C@H]1C	12	2	9	1.0
C[C@H]1CN([C@@H](C)CO)C(=O)c2cc(NC(=O)C3CCCCC3)ccc2O[C@H]1CN(C)Cc1ccc(Cl)c(Cl)c1	3	-1	56	2.7
C[C@@H]1CN([C@@H](C)CO)C(=O)c2cc(Br)cnc2O[C@H]1CN(C)Cc1cccnc1	9	-2	x	0.3
O=C([C@@H]1[C@@H](CO)[C@@H]2Cn3c(ccc(-c4ccncc4)c3=O)[C@H]1N2Cc1cccnc1)N1CCOCC1	5	0	47	0.0
CC(C)NC(=O)N[C@H]1C=C[C@H](CC(=O)NC2Cc3ccccc3C2)O[C@H]1CO	1	-1	-82	-1.3
COc1ccccc1C#Cc1ccc2c(c1)[C@@H]1[C@@H](CCN1C(=O)Cc1ccccc1)[C@H](CO)N2	-64	14	x	1.0
CCCNC(=O)N[C@@H]1CC[C@@H](CCNS(=O)(=O)c2cccc(F)c2)O[C@H]1CO	-12	x	-52	-0.2
O=C(C[C@H]1CC[C@H](NS(=O)(=O)c2ccccc2)[C@@H](CO)O1)N1CCN(c2ccccc2)CC1	2	-5	x	0.6
C[C@@H]1CCCCO[C@H](CN(C)S(C)(=O)=O)[C@@H](C)CN([C@@H](C)CO)C(=O)c2cc(NC(=O)Cc3ccccc3)ccc2O1	14	-2	35	1.2
Cc1cccc(S(=O)(=O)N(C)C[C@@H]2OCc3cnnn3CCCC(=O)N([C@H](C)CO)C[C@@H]2C)c1	-29&-26	7	-5&21	0.5
N#C[C@H]1[C@H](c2ccccc2)[C@@H](CO)N1C(=O)Cc1ccccn1	15	-6	35	1.6
CCS(=O)(=O)N1CC2(C1)CN(S(=O)(=O)c1cccc(OC)c1)[C@H](CO)c1[nH]c3cc(OC)ccc3c12	-49	0	x	-0.3
CNC[C@H]1Oc2c(NC(=O)Nc3ccc(OC)cc3)cccc2C(=O)N([C@H](C)CO)C[C@@H]1C	-2	3	36	0.3
CC(=O)N1CC(=O)N2[C@H](CO)[C@H](c3ccc(-c4cccc(C(=O)N(C)C)c4)cc3)[C@@H]2C1	26	-3	x	0.5
C[C@@H]1CCCCO[C@H](CN(C)C(=O)NC2CCCCC2)[C@@H](C)CN([C@H](C)CO)C(=O)c2cc(NS(=O)(=O)c3ccc(Cl)cc3)ccc2O1	2	-16	31	-0.2
